# Bioassay records from PubChem.
# FBPA coupling cs – coupling enzyme interference in Giardia aldolase counter-screen; coupling enzyme system counterscreen, AmpLite Red fluorescence; activity change, negative = inhibition, % at 58.2 µM, hits read low; actives 0.67% (n = 290,000); AID 2472; in the data active = activity change below about -30%; also: % is scaled to controls: 0 for no effect and ±100 for the full control effect
#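 Fluorescence at 525 nm excitation and 598 nm emission measured inhibition of the coupled detection system without aldolase. Compounds (at 57.5 uM final) were preincubated 10 min at room temperature with coupling enzyme reagent before a 20 min substrate/AmpLite Red step.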
# RORg inh – ROR gamma (mouse) transcription inhibition. Potency, µM (highest dose often 53.6 µM), for the others: at the top dose activity change, negative = inhibition, most hits filed as inhibitors. actives 5.4% (n = 310,000). AID 2551. Drosophila S2 Gal4-RORgamma UAS-luciferase reporter, 20 h. P51450; also: potency is read from the fitted curve at half-maximal effect; % is scaled to controls: 0 for no effect and ±100 for the full control effect; nearly all actives have a fitted effect of over 60% in size
# Target sequence (P51450 whole entry, looked up, the tested form may be a part): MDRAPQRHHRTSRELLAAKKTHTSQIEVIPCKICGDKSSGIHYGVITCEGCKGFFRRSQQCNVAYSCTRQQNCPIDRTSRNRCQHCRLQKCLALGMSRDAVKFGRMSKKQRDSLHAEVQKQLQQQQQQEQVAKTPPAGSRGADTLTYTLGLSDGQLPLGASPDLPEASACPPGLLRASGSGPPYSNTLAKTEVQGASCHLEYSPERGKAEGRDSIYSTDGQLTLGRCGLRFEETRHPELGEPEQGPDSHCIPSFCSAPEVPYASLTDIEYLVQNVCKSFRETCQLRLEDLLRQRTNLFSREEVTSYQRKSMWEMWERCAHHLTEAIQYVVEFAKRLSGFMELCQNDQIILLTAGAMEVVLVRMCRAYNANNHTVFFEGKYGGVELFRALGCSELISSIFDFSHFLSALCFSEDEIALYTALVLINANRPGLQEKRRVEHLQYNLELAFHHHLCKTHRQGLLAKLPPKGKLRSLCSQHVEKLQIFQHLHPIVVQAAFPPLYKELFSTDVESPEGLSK
#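 Stable Schneider cell line, Gal4 DNA-binding domain fused to ROR gamma, UAS-luciferase. Cmpd 1 hr RT → CuSO4 700 uM final → 20 hr RT → luciferase reagent 10 min → luminescence.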
# VP16 counter – counter-screen for ROR gamma inhibitors: Gal4-VP16 reporter; Potency, µM (doses to about 53.6 µM), for the others: top-dose activity, negative = inhibition, most hits filed as inhibitors; actives 3.5% (n = 310,000); AID 2546; Drosophila S2 Gal4-VP16 UAS-luciferase, luminescence, 20 h;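 also: Gal4-VP16 expression switched on by copper sulfate through the metallothionein promoter; potency is read from the fitted curve at half-maximal effect; % is scaled to controls: 0 for no effect and ±100 for the full control effect; nearly all actives have a fitted effect of over 50% in size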
# FLuc counter – inhibits or activates purified firefly luciferase, miR-21 counter-screen; P08659; purified FLuc, Km substrates, luminescence inhibition; Potency, µM (titrated, usually from 57.5 µM), for inactives: at the top dose activity change, negative = inhibition, actives largely listed as inhibitors; actives 6.9% (n = 360,000); AID 588342;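 also: potency is read from the fitted curve at half-maximal effect; plate controls were vehicle for no effect and reference inhibitor for full effect; nearly all actives have a fitted effect of over 55% in size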
# Target sequence (P08659 whole entry, looked up): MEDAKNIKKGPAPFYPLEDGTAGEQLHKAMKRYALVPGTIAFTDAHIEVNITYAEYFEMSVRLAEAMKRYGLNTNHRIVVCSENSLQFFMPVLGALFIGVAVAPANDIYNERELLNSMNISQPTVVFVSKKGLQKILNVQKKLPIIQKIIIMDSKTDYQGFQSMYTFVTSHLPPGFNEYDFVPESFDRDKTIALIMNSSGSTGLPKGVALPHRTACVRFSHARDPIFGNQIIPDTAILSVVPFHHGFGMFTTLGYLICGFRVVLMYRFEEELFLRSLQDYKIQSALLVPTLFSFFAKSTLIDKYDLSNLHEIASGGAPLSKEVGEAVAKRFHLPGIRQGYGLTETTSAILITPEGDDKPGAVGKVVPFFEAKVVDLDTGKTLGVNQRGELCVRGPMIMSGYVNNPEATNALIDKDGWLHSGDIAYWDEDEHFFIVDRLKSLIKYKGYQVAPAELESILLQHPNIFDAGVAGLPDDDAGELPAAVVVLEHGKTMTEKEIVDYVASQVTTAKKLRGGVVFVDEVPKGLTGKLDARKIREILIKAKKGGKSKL
#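 Purified P. pyralis luciferase (10nM final) with 10uM D-luciferin and 10uM ATP (Km levels) in 50mM Tris acetate pH 7.5, 10mM Mg acetate, 0.01% Tween-20, 0.05% BSA; qHTS 6-point titration, ~60 µM downward; luminescence read.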
# Tb PFK inh – T. brucei PFK enzyme inhibition; AID 485367; T. brucei PFK, ADP-Glo luminescence; O15648; Potency, µM (series often up to 57.5 µM), for inactives: top-dose activity, negative = inhibition, hits mostly inhibitors; actives 0.17% (n = 330,000);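 also: potency is read from the fitted curve at half-maximal effect; 0% = uninhibited 1x PFK enzyme wells and -100% = no-enzyme wells; nearly all actives have a fitted effect of over 60% in size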
#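 ADP-Glo luminescence quantified ADP after 45 min at room temperature, with 1.25 nM T. brucei PFK, 0.1 mM ATP and 0.5 mM fructose-6-phosphate in pH 8.0 TEA buffer. qHTS titrations up to 57 µM; curves classified by quality.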
# KCNH2 3.1 inh – inhibitors of human KCNH2 3.1 potassium channel isoform; U2OS KCNH2 3.1, thallium flux FluxOr; active compounds read low; activity change, % (tested at about 1.8 µM); actives 0.95% (n = 340,000); AID 720553;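 active = maximum activity change below -70%; inconclusive = maximum activity change from -70% to -50%; inactive = maximum activity change above -50%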;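 also: thallium influx rate constant from kinetic fluorescence after stimulation buffer; % is scaled to controls: 0 for no effect and ±100 for the full control effect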
#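 Virally transduced U2OS (3.1 isoform, 4 h infection in dark at RT) → overnight 37 C → FluxOr + Red40 in HBSS/HEPES, 45 min → stimulation buffer, 2 min kinetic read → rate constant vs DMSO controls.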
# Giardia kill – Giardia lamblia killing. activity change, % at 7.66 µM, hits read low. actives 0.15% (n = 340,000). Giardia lamblia trophozoite viability; in the data active = activity change below about -80%; inconclusive = between about -30% and that limit;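 also: parasites exposed to compound for two days anaerobically before the ATP read; % is scaled to controls: 0 for no effect and ±100 for the full control effect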
#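 Killing of trophozoites was scored by loss of ATP luminescence after a 48 hrs anaerobic exposure to compounds at 37 deg C, using 100 cells per well.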
# Rab9 promoter act – activators of Rab9 promoter. Huh7 Rab9 promoter-luciferase reporter, luminescence, 24 h. Potency, µM (series often up to 9.22 µM), without a hit: at the highest dose activation, negative = inhibition, most hits filed as activators. actives 2.8% (n = 320,000); also: potency is read from the fitted curve at half-maximal effect; % of control where 0% means no effect; nearly all actives have a fitted effect of over 60% in size
#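 Rab9 promoter-driven luciferase in stably transfected Huh7 cells; 1500 cells/well rested 2 h, exposed to compound in DMSO for 24 h at 37 °C, 5% CO2. Luminescence read 10 min after adding luciferase reagent at ambient temperature.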
# uPA generation – inhibitors of cell surface uPA generation. cell surface uPA generation assay, qHTS. Potency, µM (highest dose often 38.3 µM), for the others: at the top dose activity change, negative = inhibition, usual class: inhibitors. actives 0.31% (n = 330,000); active = well fitted inhibition curve with a large enough effect; inconclusive = small, poorly fitted or top-dose-only effect; inactive = no such curve, though single readings can be large or run the other way; tested in mouse RAW 264.7 cells; also: potency is read from the fitted curve at half-maximal effect; % is scaled to controls: 0 for no effect and ±100 for the full control effect; nearly all actives have a fitted effect of over 55% in size
# ELG1 genotox – inducers of genotoxicity in HEK293T ELG1-luciferase cells; Potency, µM (titrated, usually from 46 µM), for inactives: at the highest dose activity change, positive = activation, hits mostly activators; actives 1.3% (n = 330,000); AID 504466; HEK293T ELG1-luciferase reporter, luminescence, 16 h; also: potency is read from the fitted curve at half-maximal effect; % of control where 0% means no effect; nearly all actives have a fitted effect of over 60% in size
#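 ELG1-luciferase HEK293T cells, 2,000/well; compound pinned in; 16 hr, 37 °C, 5% CO2; ONE-Glo, 30 min RT; luminescence on CCD imager.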
# NPC1 promoter act – activators of NPC1 promoter; AID 485313; Huh7 NPC1 promoter luciferase reporter, 24 h; actives 2.4% (n = 320,000); Potency, µM (doses to about 9.22 µM), without a hit: top-dose activation, usual class: activators;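 also: potency is read from the fitted curve at half-maximal effect; % of control where 0% means no effect; nearly all actives have a fitted effect of over 60% in size; reporter is driven by a mutant NPC1 promoter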
#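 Luminescence from an NPC1 promoter-driven luciferase reporter in stably transfected Huh7 cells was measured after 24 h compound treatment at 37 °C, followed by 10 min ambient incubation with luciferase detection reagent.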
# * = called active by the depositor; ? = inconclusive; / = not tested or not shown; & = joins results of further samples; [ ] = remark or other dose. Unless noted, calls follow the shape of the dose curve; as a rule, active = well fitted curve in the direction sought with a large enough effect; inconclusive = small, poorly fitted or top-dose-only effect, or another doubt; inactive = no such curve, though single readings can be large; an effect the other way counts as inactive or inconclusive.
Structure	FBPA coupling cs	RORg inh	VP16 counter	FLuc counter	Tb PFK inh	KCNH2 3.1 inh	Giardia kill	Rab9 promoter act	uPA generation	ELG1 genotox	NPC1 promoter act
C=CCOc1ccc(Br)cc1CNC(C)(C)C	6	3%	-28%	-3%	9%	-6	6	1%	-7%	-5%	-2%
CCOC(=O)C1=CNS(=O)(=O)NC1c1ccc(C(F)(F)F)cc1 (centres undefined)	/	/	/	/	2%	5	25	/	15%	5%	/
Cc1cccc(N2CCN(S(=O)(=O)c3c(C)[nH]c(C)c3C(=O)N3CCCC3)CC2)c1C	-1	-2%	3%	-1%	1%	4	0	-2%	1%	0%	-2%
c1csc(-c2nn3c(Cn4nnc5ccccc54)nnc3s2)c1	-17	?	1%	4%	0%	-8	7	-3%	/	5%	-4%
O=C(CC1CCCC1)Nc1ccc(Cl)c(S(=O)(=O)N2CCOCC2)c1	/	/	/	/	6%	2	21	/	-7%	-5%	/
S=C(NCC1CCCO1)N1CCN(c2nc(-c3ccc(Cl)cc3)cs2)CC1 (centres undefined)	-1	?	?	?	-4%	-13	-7	-18%	-1%	-10%	-13%
CC(C)n1c(SCC(=O)c2ccc3c(c2)OCCO3)nc2c1c(=O)n(C)c(=O)n2C	1	19%	2%	-3%	1%	5	6	2%	8%	0%	1%
C[C@H](CO)N1C[C@H](C)[C@H](CN(C)Cc2ccc(Oc3ccccc3)cc2)Oc2ccc(NC(=O)Nc3cccc4ccccc34)cc2CC1=O	/	/	/	/	-1%	-2	1	/	-25%	0%	/
NS(=O)(=O)c1ccc(NC(=O)C(Sc2ccccc2)c2ccccc2)cc1 (centres undefined)	5	?	-1%	1%	1%	-10	-27	2%	-1%	2%	0%
C(=C\c1ccccc1)/CN1CCN(Cc2nc(Cc3ccccc3)no2)CC1	0	20%	1%	6%	-2%	-8	3	-8%	0%	-3%	2%

# Arranged by heavy-atom count (ascending): 4 of the compounds above.
Structure	FBPA coupling cs	RORg inh	VP16 counter	FLuc counter	Tb PFK inh	KCNH2 3.1 inh	Giardia kill	Rab9 promoter act	uPA generation	ELG1 genotox	NPC1 promoter act
O=C(CC1CCCC1)Nc1ccc(Cl)c(S(=O)(=O)N2CCOCC2)c1	/	/	/	/	6%	2	21	/	-7%	-5%	/
S=C(NCC1CCCO1)N1CCN(c2nc(-c3ccc(Cl)cc3)cs2)CC1 (centres undefined)	-1	?	?	?	-4%	-13	-7	-18%	-1%	-10%	-13%
Cc1cccc(N2CCN(S(=O)(=O)c3c(C)[nH]c(C)c3C(=O)N3CCCC3)CC2)c1C	-1	-2%	3%	-1%	1%	4	0	-2%	1%	0%	-2%
C[C@H](CO)N1C[C@H](C)[C@H](CN(C)Cc2ccc(Oc3ccccc3)cc2)Oc2ccc(NC(=O)Nc3cccc4ccccc34)cc2CC1=O	/	/	/	/	-1%	-2	1	/	-25%	0%	/

# New compounds follow.
Structure	FBPA coupling cs	RORg inh	VP16 counter	FLuc counter	Tb PFK inh	KCNH2 3.1 inh	Giardia kill	Rab9 promoter act	uPA generation	ELG1 genotox	NPC1 promoter act
CC(=O)c1ccc(-c2ccc(Cn3c(C)nc4cc(N)c(C)nc43)cc2)cc1	-7	2%	-19%	-3%	0%	-14	13	20%	-6%	7%	1%
Cc1cc2nn(-c3cccc4ccccc34)nc2cc1NC(=O)c1cccs1	2	32%	-3%	-1%	0%	-13	21	9%	9%	3%	-4%
CC(=O)NC1=NN(C(C)=O)C(C)(c2cccc([N+](=O)[O-])c2)S1 (centres undefined)	0	-5%	-11%	0%	-4%	8	-19	0%	-3%	3%	-4%
CCNS(=O)(=O)c1ccc(-c2ccc(-n3cnnn3)cc2)cc1	1	3%	5%	0%	-4%	-2	20	-5%	1%	11%	-2%
CCS(=O)(=O)N1Cc2ccccc2CC1C(=O)Nc1nc2ccccc2s1 (centres undefined)	-4	3.5µM*	4.5µM*	5.4µM*	0%	5	-3	10%	?	2.3µM*	1%
COc1ccc(NC(=O)COC(=O)Cc2ccc(-c3ccccc3)cc2)c(OC)c1	0	?	-1%	13µM*	0%	-14	10	1%	3%	1%	-6%
CC(=O)Nc1ccc(NC(=O)C(C)OC(=O)CCC2CCCC2)cc1 (centres undefined)	/	/	/	-1%	0%	19	-21	-2%	0%	3%	-5%
COc1ccc(OCCCn2cccc2/C=C2/C(=N)N3OC(C)=CC3=NC2=O)cc1	-1	?	22%	-3%	-5%	12	23	?	-5%	-7%	?
O=C(CN1CCOCC1)NNC(=S)Nc1ccccc1	2	29%	1.3µM*	4%	-1%	3	-22	-1%	0%	3%	-2%
COc1ccc(Cc2cc(-c3ccc(F)cc3)n[nH]c2=O)cc1	0	40%	17%	?	2%	-3	28	11%	10%	5%	10%
CN(C)CCCNS(=O)(=O)c1ccc(Oc2ncc(C(F)(F)F)cc2Cl)cc1	5	-4%	-10%	16%	-11%	2	-3	18%	-2%	-12%	-3%
CCOc1ccccc1N(CC(=O)Nc1ccc(OC)c(OC)c1)S(=O)(=O)c1ccccc1	1	?	-1%	0%	3%	-7	51[activator]	-2%	0%	-6%	-1%
COc1ccc(/C=C/C(=O)OCC(=O)c2ccccc2F)cc1	/	/	/	/	1%	-7	19	/	-4%	?	/
CCOC(=O)CNC(=O)CSc1nc(-c2ccccc2)ns1	1	?	25%	?	-14%	-15	9	3%	-6%	2%	1%
CC1(C)Cc2ccccc2-c2nc3n(c(=O)c21)CCS3	2	?	-4%	-1%	2%	4	-10	-8%	-4%	-5%	-5%
COC(=O)C(CCCN1C(=O)c2ccccc2C1=O)(NC(C)=O)c1nn[nH]n1 (centres undefined)	-1	1%	4%[10 µM]	-2%	0%	4	3	-8%	15%	3%	-2%
CCC(=O)NC(C)c1cc(Cl)c2cccnc2c1O (centres undefined)	/	/	/	-4%&2%	-4%&1%	/	18	-36%&1%[inhibitor]	?	-1%	-36%&-21%[inhibitor]
CC(C)[N+](C)(CCOC(=O)C1c2ccccc2Oc2ccccc21)C(C)C	3&-8&3	2%	-5%	3%	-1%	8	16	0%[46.1 µM]	-14%	-1%	6%[46.1 µM]
COC(=O)c1cc(OC)c(OC)cc1NC(=O)Cc1ccccc1[N+](=O)[O-]	0	?	-22%	-3%	-1%	-8	-4	0%	?	1%	-2%
CCCOc1ccc(OC(=O)Cc2ccc(OC)c(S(=O)(=O)N3CCOCC3)c2)cc1	/	/	/	0%	0%	-7	13	-8%	-9%	-2%	7%
COCCNC(=S)N1CCN(c2nc3ccccc3s2)CC1	1	0%	13µM*	-25%	1%	-5	-5	22%	5%	5%	5%
COCCOc1cc(N(CC(=O)N(C)C)S(=O)(=O)c2ccccc2)c(Cl)cc1Cl	0	25%	-15%	0%	1%	-1	6	-2%	1%	0%	-6%
O=C(CSc1nnc(SCc2ccccc2)s1)N/N=C/c1c(Cl)cccc1Cl	-4	18%	-23%	?	-3%	-23	14	-1%	-2%	1%	7%
CCOc1ccc(N(CC(=O)NCC2CCCO2)S(=O)(=O)c2ccc(C)cc2)cc1 (centres undefined)	-2	-2%	12%	-1%	0%	3	-20	-5%	/	1%	-6%
COc1ccc2[nH]c3c(=O)n(Cc4ccc(C(=O)N5CCCCCC5)cc4)c(=S)[nH]c3c2c1	-1	-6%	11%	-11%	-2%	7	-4	13%	15%	0%	-3%
COc1ccccc1-c1ccc(SCC(=O)NCc2ccc3c(c2)OCO3)nn1	-19	-18%	10%	-6%	-1%	3	3	10%	6%	-14%	0%
Cc1oc(-c2ccccc2F)nc1CN1CCC(C(=O)NC2CCCc3ccccc32)CC1 (centres undefined)	-3	?	-11%	6%	-4%	-7	-7	-1%	-3%	-5%	3%
CCN(CC)S(=O)(=O)c1ccc(-c2csc(C)n2)s1	1	12%	-12%	-13%	0%	11	-2	-1%	-6%	0%	3%
c1ccc(-c2n[nH]nc2-c2ccccc2)cc1	-4	-17%	-3%	7%	3%	-6	4	1%	/	3%	-1%
O=C(CSCc1ccccc1)N1CCN(c2ccc(F)cc2)CC1	0	?	-12%	-18%	-10%	-22	12	14%	-1%	-2%	13%
O=[N+]([O-])c1ccc(S(=O)(=O)N2CCN(c3ccnc4cc(Cl)ccc34)CC2)cc1	/	44%	-1%	4%	1%	-92*	-8	8%	-8%	-17%	1%
